TAAR1 ag – human TAAR1 agonism; Q96RJ0; CHO RD-HGA16 TAAR1, Fluo-8 calcium fluorescence; vehicle wells 0%, saturating PEA agonist 100%; 360,000 tested, 0.99% active; activation, % at 3 µM;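 active means activation above the mean activation of all test compounds in the run plus 3 SD, cut at about 38% in these data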
Target sequence (Q96RJ0 whole entry, looked up): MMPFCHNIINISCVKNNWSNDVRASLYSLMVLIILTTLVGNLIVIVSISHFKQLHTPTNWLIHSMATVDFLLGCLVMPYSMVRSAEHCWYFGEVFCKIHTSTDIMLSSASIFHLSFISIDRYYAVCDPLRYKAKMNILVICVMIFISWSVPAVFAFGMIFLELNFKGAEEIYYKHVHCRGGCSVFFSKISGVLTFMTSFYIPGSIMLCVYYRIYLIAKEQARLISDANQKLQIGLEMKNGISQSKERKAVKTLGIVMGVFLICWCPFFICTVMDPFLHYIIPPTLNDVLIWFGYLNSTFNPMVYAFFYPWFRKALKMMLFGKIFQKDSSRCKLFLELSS
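Benchmarks: low control DMSO, high control PEA (EC100); System: CHO RD-HGA16 cells carrying human TAAR1 plus Gα16; Detection: Fluo-8 fluorescence, 5 s baseline then 140 s kinetic read; Schedule: 17-24 h plating, Fluo-8 75 min 37 °C, 30 min RT; Read-out basis: % activation from peak over basal fluorescence ratio, DMSO-to-PEA scaled.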
V1R ag counter – V1a receptor agonism, counter-screen for OXTR agonists | CHO-V1R cells, Fluo-8 calcium fluorescence, agonist mode; 0% DMSO, 100% 3 nM vasopressin | 320,000 tested, 0.25% active | activation, % at 3 µM | AID 2797;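 active means activation above the mean activation of all tested compounds plus 3 SD, per screening run, cut at about 20% in these data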;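 further: signal is peak over basal fluorescence ratio across a 100 second FLIPR read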
CHRM1 PAM – human CHRM1 positive allosteric modulation | 360,000 tested, 0.088% active | CHO-K1 hM1, Fluo-8 calcium fluorescence, ACh EC20; 0% = ACh EC20, 100% = maximal ACh | P11229 | activation, % at 3 µM; in the data active means activation above about 19%, passing the limit was not always enough
Target sequence (P11229 whole entry, looked up): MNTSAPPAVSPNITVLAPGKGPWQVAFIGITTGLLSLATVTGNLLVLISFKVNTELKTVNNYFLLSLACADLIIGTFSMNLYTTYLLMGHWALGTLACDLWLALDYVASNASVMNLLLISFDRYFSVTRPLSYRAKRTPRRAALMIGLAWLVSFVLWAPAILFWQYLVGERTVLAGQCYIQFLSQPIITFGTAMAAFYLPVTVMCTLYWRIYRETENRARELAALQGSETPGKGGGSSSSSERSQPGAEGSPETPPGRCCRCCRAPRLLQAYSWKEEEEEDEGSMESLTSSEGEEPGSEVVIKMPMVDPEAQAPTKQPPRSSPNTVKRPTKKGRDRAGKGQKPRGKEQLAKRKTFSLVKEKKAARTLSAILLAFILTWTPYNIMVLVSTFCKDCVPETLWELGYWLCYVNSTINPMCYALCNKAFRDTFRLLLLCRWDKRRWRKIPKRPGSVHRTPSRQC
OXTR potentiator – human OXTR potentiation | P30559 | CHO-OTR cells, Fluo-8 calcium fluorescence, potentiator mode; 0% = oxytocin EC15, 100% = EC100 | activation, % at 3 µM | 320,000 tested, 0.061% active | AID 2445;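 active means activation above that plate's cutoff, the mean activation of tested compounds plus 3 SD, cut at about 6.6% in these data, passing the limit was not always enough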;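 further: 100% uses oxytocin at 75 nM as the full agonist control; some results filed as inactive read as strong as hits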
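Assay system: CHO cell line stably expressing human OTR | Also added: Oxytocin at about EC15, sub-maximal agonist stimulus | Times: Compound 6 min at room temperature before oxytocin, 100 s read | Measured by: Fluo-8 intracellular calcium fluorescence, ex 470-495, em 515-575 nm | Controls: EC15 oxytocin alone as 0%, 75 nM oxytocin as 100%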
OXTR ag – activates the human oxytocin receptor; P30559; CHO-OTR cells, Fluo-8 calcium fluorescence; normalized: DMSO 0%, oxytocin 100%; activation, % at 3 µM; 320,000 tested, 0.32% active;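 active means activation above the mean of all tested compounds plus 3 SD, cutoff set per screening run, cut at about 20% in these data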;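 further: peak over basal fluorescence ratio from a 100 s FLIPR kinetic read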
M1 antag – human CHRM1 antagonism; CHO-K1 hM1, Fluo-8 calcium fluorescence, ACh EC80 antagonist; inhibition, % at 3 µM; 360,000 tested, 1.3% active;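 active means percent inhibition above its own plate's cutoff, namely the mean of that plate's compound wells plus 3 SD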;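 further: peak over basal fluorescence ratio during 140 s after agonist addition; 0% = ACh EC80 plus DMSO and 100% = DMSO alone without agonist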
CHRM1 agonist – agonists of human M1 muscarinic receptor; P11229; CHO-K1 hM1, Fluo-8 calcium fluorescence, agonist mode; 0% DMSO, 100% acetylcholine EC100; activation, % at 3 µM; 360,000 tested, 0.33% active;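 active means activation above the run's mean compound activation plus 3 SD, cut at about 16% in these data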;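 further: peak over basal fluorescence ratio within a 140 s kinetic read after compound addition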
TAAR1 antagonist – human TAAR1 antagonism | CHO RD-HGA16 TAAR1, Fluo-8 calcium fluorescence, antagonist | inhibition, % at 3 µM | Q96RJ0 | 360,000 tested, 1.5% active | AID 624466;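 active means inhibition above a per-plate cutoff, the mean inhibition of test compounds on that plate plus 3 SD, cut at about 49% in these data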;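 further: 0% = DMSO plus EC80 beta-PEA response and 100% = DMSO alone without agonist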
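Assay system: RD-HGA16 CHO cells with stable hTAAR1 and Gα16 / Reagent: EC80 β-phenethylamine stimulus / Doses: 3 µM, single point / Timing: dye loading 75 min at 37 °C, then 30 min room temperature / Measured by: Fluo-8 intracellular calcium dye fluorescence, real-time kinetic reads / Controls: vehicle wells and EC80 agonist wells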
CHO parental Ca – counter-screen: ATP calcium response change in parental CHO cells | parental CHO-K1, ATP-induced calcium, Fluo-8 fluorescence | 330,000 tested, 0.63% active | inhibition, % at 5.6 µM;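 active means inhibition above that plate's mean sample inhibition plus 3 SD, cut at about 26% in these data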;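 further: 0% = ATP-challenged DMSO wells and 100% = DMSO wells without ATP; some compounds past the cut are filed as inactive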
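material = parental CHO cells | also added = ATP as calcium-mobilizing challenge | dosing = single point at 5.6 µM | detection = intracellular calcium via Fluo-8 no-wash fluorescent dye | read-out = % inhibition | benchmarks = low control ATP plus DMSO, high control DMSO only | repeats = one well per compound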
* marks the source's active call; other numbers are inactive results; · = no result given.

#	mol	TAAR1 ag	V1R ag counter	CHRM1 PAM	OXTR potentiator	OXTR ag	M1 antag	CHRM1 agonist	TAAR1 antagonist	CHO parental Ca
1	CC(Oc1ccc(Br)cc1)C(=O)Nc1cc(S(=O)(=O)N2CCOCC2)ccc1N1CCCC1 (stereo not given)	0	-1.8	10	-10	-1.4	-15	-2	-31	-12
2	O=C(Nc1cccc(O)c1)c1ccc(NC(=O)C2CCCO2)cc1 (stereo not given)	3	2.6	17	-11	0.2	-8	1	-23	-4
3	CS(=O)(=O)c1ccc(C(=O)OCC(=O)N2CCCc3ccccc32)cc1	2	0.3	5	3	0.5	-17	-1	3	-6
4	Cc1ccc(NC(=O)N2CCCCCC2)cc1C	0	-0.6	1	-7	-0.5	10	-2	6	-3
5	Cc1ccc(C(=O)CSc2nnc3n2CCCCC3)s1	1	0.5	2	-4	-0.1	0	-4	-29	-3
6	CN(C)C(=O)[C@H]1C[C@H]1[C@@H](O)[C@H](CO)NC(=O)[C@H](COCc1ccccc1)NC(=O)OC(C)(C)C	4	0.0	15	7	0.3	-9	-1	-12	-9
7	CCNC(=S)NNC(=O)c1cc(-c2cccc(OC)c2)nc2ccccc12	3	1.3	8	2	0.4	-6	-5	18	-11
8	CCC(C)C(Nc1ncnc2scc(-c3ccccc3)c12)C(=O)O (stereo not given)	3	1.1	16	-6	0.3	-14	-1	5	-5
9	Cc1ccccc1Nc1nc(N)nc(CN2C(=O)NC3(CCCCC3C)C2=O)n1 (stereo not given)	1	0.6	6	0	-0.2	-9	-2	4	-14
10	O=C(NNC(=S)NC1CCCCC1)c1sc2ccccc2c1Cl	0	6.4	-10	-9	1.5	10	-3	7	-8
11	Cc1cc(C)cc(CC(CC(=O)Nc2ccc(Cl)cc2)C(=O)O)c1 (stereo not given)	4	·	4	·	·	-1	-5	2	·
12	COC(=O)c1ccc(C(=S)N2CCOCC2)cc1	0	0.3	6	-2	0.2	-8	-2	1	2
13	O=C(O)CSc1ncnc2scc(-c3ccc(Br)cc3)c12	0	3.3	7	-4	0.8	-10	4	-2	-30
14	Cc1ccc(NS(=O)(=O)c2ccc(NC(=O)c3ccc(Br)o3)cc2)c(C)c1	12	9.8	4	-23	7.4	2	7	42	36*
15	CNCCCCOc1ccccc1-c1ccccc1	5	3.0	-23	-10	6.7	37*	-8	-8	-11
16	COc1ccccc1NC(=O)Cc1noc(CSc2cc(C)c3ccccc3n2)n1	7	-0.6	1	-10	-0.5	2	-1	-3	-24
17	CC1(C)CC(NC(=S)NCc2ccco2)CC(C)(C)N1	1	-0.5	7	-4	0.8	-3	6	-1	-10
18	O=[N+]([O-])c1ccc(N2CCN(Cc3ccc4c(c3)OCO4)CC2)nc1	5	3.7	1	-15	2.6	-14	-4	-30	-6
19	O=C(CCN=C1NS(=O)(=O)c2ccccc21)N1CCc2ccccc2C1	2	0.6	7	-6	-0.2	-5	-6	-11	-4
20	CCC(C)NC(=O)c1ccccc1-c1ccccc1C(=O)NC(C)CC (stereo not given)	13	0.7	5	1	0.2	-2	-13	-4	-12
21	Cc1ccc(S(=O)(=O)Nc2ccc3c(c2)OCCO3)cc1	3	2.8	2	-25	3.7	-3	-2	-19	0
22	CCOP(=O)(OCC)c1nc(-c2cccc3ccccc23)oc1NCc1ccccc1	-1	-0.6	9	-2	-1.1	-9	-1	9	-18
23	CC1(C(=O)Nc2cccc3cccnc23)CCN1C(=O)CCC1CCCC1 (stereo not given)	-1	·	5	·	·	-13	-5	-11	·
24	CCCCc1nc2cc(C(=O)NCCc3cnn(C)c3)ccc2o1	4	1.3	3	1	-0.7	-4	-3	-15	-5
25	COc1ccc(N2CC(O)=C(c3nc(-c4ccc(Cl)cc4)cs3)C2=N)cc1	-1	0.4	5	-5	-1.3	-2	-4	-21	-20

Single values from above:
compound 25 | CHRM1 PAM = 5
compound 6 | V1R ag counter = 0.0
compound 16 | CHRM1 PAM = 1

The list continues.
#	mol	TAAR1 ag	V1R ag counter	CHRM1 PAM	OXTR potentiator	OXTR ag	M1 antag	CHRM1 agonist	TAAR1 antagonist	CHO parental Ca
26	COc1cc(NC(=O)CCc2c(C)nn(-c3ccc(N4CCOCC4)nn3)c2C)cc(OC)c1OC	4	0.9	7	-6	0.3	-8	-2	1	-13
27	Cc1nc(Nc2ccccc2C)c2cnn(C)c2n1	1	·	12	·	·	-12	2	-8	·
28	N#Cc1ccncc1Sc1ccc(Cl)cc1	3	-1.1	1	-9	-2.5	-2	-4	-13	-7
29	CCC(NCc1cccnc1)c1ccc(OC)c(OC)c1 (stereo not given)	1	·	22	·	·	-21	5	-29	·
30	COc1cccc(-c2ccccc2C2=CC(=O)CC(C)(C)C2=O)c1	-1	·	-5	·	·	-1	-7	-22	·
31	C#CCSc1[nH]c(=O)cc(C)c1C#N	0	0.8	-4	4	0.3	9	-5	5	0
32	COCCn1cc(C(=O)NCc2cccs2)c2c3ccccc3n(C)c2c1=O	9	-0.3	-5	-5	0.2	1	-4	19	-30
33	Cc1cccc(C(=O)Nc2ccccc2N2CCN(c3ccc(F)cc3)CC2)c1	-1	-0.2	5	-13	0.1	-7	-1	8	-14
34	COc1ccc(CCN(C)C2CCCN(C(=O)Cn3cccn3)C2)cc1OC (stereo not given)	3	0.1	3	-5	0.9	2	-4	-17	-10
35	Cc1cccc(C(=O)NNC(=O)Nc2ccccc2)c1	7	0.8	1	3	0.0	-1	-5	-6	-3
36	O=C(Cc1c(F)cccc1Cl)Nc1cc(S(=O)(=O)N2CCOCC2)ccc1N1CCCC1	0	-0.1	3	3	-1.8	1	-2	-12	-13
37	CC1CCCC(NC(=O)COC(=O)/C=C/c2ccc(F)cc2)C1C (stereo not given)	-3	-0.2	2	-3	0.3	2	-3	2	-2
38	Cc1ccc(S(=O)(=O)N2CC3(O)CN(C(=O)OC(C)C)N(C(=O)OC(C)C)CC3(OC(=O)NCc3ccccc3)C2)cc1 (stereo not given)	9	·	-10	·	·	21	-3	60*	·
39	CCOC(=O)C1(CCCc2ccccc2)CCN(C(=O)[C@@H]2C[C@@H](C)NC(=S)N2)CC1	2	0.3	-3	-5	0.8	8	-9	10	-10
40	Cc1cc(OCCCCCNCCO)cc(C)c1Cl	11	5.0	10	-9	5.4	-5	-4	4	-3
41	COCC(C)NS(=O)(=O)c1ccc(C(=O)NCCCn2ccc3ccccc32)cc1 (stereo not given)	2	5.8	2	-10	5.6	-4	-3	-12	-5
42	Cn1c(SCC(=O)c2ccc(F)cc2)nnc1-c1ccccc1N	4	1.2	4	-9	-1.1	-23	-2	2	-12
43	C/C(=N\NC(=O)c1ccc(OC2OCCOC2Oc2ccc(C(=O)N/N=C(\C)c3ccncc3)cc2)cc1)c1ccncc1 (stereo not given)	0	-0.7	11	-2	-0.2	-24	0	-18	-10
44	N/C(=N\OC(=O)c1ccc(Br)o1)c1ccccn1	1	-1.0	1	-7	-1.1	5	-3	-8	6
45	Cc1cc2c(NC(=O)Nc3ccc(F)cc3)cccc2nn1	5	3.1	-2	-4	1.4	12	-1	2	-7
46	COc1cc(CCC(N)c2cccc(O)c2)cc(OC)c1OC (stereo not given)	0	·	3	·	·	-5	-3	5	·
47	COc1ccc(/C=C(/NC(=O)c2ccccc2)C(=O)N/N=C/c2sccc2C)cc1	8	-0.5	2	-6	-0.6	-5	-6	17	-9
48	COc1ccccc1CN1CCN(C(=O)c2ccncc2)CC1	3	0.5	2	-10	2.0	0	-2	8	5
49	CC1=C(C(=O)N(C)CCC#N)C2(CCCCC2)OC1=O	0	-0.6	9	-1	0.7	-12	-6	-6	5
50	O=C(N/N=C/c1cccc([N+](=O)[O-])c1)C1CC(=O)N(c2ccc(F)cc2)C1 (stereo not given)	0	-0.1	-4	-1	-1.5	6	-9	3	-10

Part of the list above, screen by screen.
[28] N#Cc1ccncc1Sc1ccc(Cl)cc1
[30] COc1cccc(-c2ccccc2C2=CC(=O)CC(C)(C)C2=O)c1

| assay / entry | 28 | 30 |
| --- | --- | --- |
| TAAR1 ag | 3 | -1 |
| V1R ag counter | -1.1 | · |
| CHRM1 PAM | 1 | -5 |
| OXTR potentiator | -9 | · |
| OXTR ag | -2.5 | · |
| M1 antag | -2 | -1 |
| CHRM1 agonist | -4 | -7 |
| TAAR1 antagonist | -13 | -22 |
| CHO parental Ca | -7 | · |

The list continues.
#	mol	TAAR1 ag	V1R ag counter	CHRM1 PAM	OXTR potentiator	OXTR ag	M1 antag	CHRM1 agonist	TAAR1 antagonist	CHO parental Ca
51	CCOC(=O)Nc1csnn1	1	·	-4	·	·	17	-4	-9	·
52	Cc1ccccc1S(=O)(=O)N(C)C[C@@H]1OCc2cnnn2CCCC(=O)N([C@H](C)CO)C[C@H]1C	4	·	2	·	·	-6	-4	-26	·
53	CCOC(=O)c1c(C)[nH]c(C(=O)COC(=O)c2cc(C)oc2C)c1C	0	2.5	1	-7	2.1	-3	-4	4	-13
54	NS(=O)(=O)c1ccc(Nc2nc(-c3ccc(O)cc3)cs2)cc1	4	-0.3	4	-4	0.0	3	-3	27	-5
55	CCCNC(=O)c1ccc(N2CCC3(CC2)CC(c2cccc(Br)c2)=NO3)c(NC(=O)c2c(Cl)cccc2Cl)c1	14	-0.3	1	-8	-0.4	-3	-3	3	-20
56	Cc1ccc(Nc2cc(C)nc3ncnn23)cc1	-1	-1.4	10	-2	-2.2	-13	-4	-28	-10
57	O=C(CNCc1ccccn1)Nc1cc(C(F)(F)F)ccc1N1CCOCC1	1	0.4	2	-1	0.1	-5	6	-30	-19
58	O=C(CSc1n[nH]c(-c2cccnc2)n1)Nc1ccc([N+](=O)[O-])cc1	3	0.3	12	5	0.6	-10	-1	-6	-2
59	O=C(N/N=C/c1[nH]c2ccccc2c1Cl)c1cccc(Br)c1	1	0.7	9	-10	-2.7	-1	-4	-19	-6
60	O=[N+]([O-])c1ccc(C2=NCCO2)cc1	1	-0.4	11	-4	-0.6	-19	-2	-13	3
61	CCOC(=O)N1CCC2CC1c1cc(-c3cccc(OC)c3)ccc12 (stereo not given)	-1	·	-10	·	·	10	-5	-4	·
62	Cc1ccccc1CC(=O)N1CCCC(CCC(=O)N2CCN(c3ccccn3)CC2)C1 (stereo not given)	3	0.1	6	-11	-0.9	-2	-5	4	-21
63	COc1ccc(C(=O)N/C(=C/c2cccnc2)C(=O)N2CCOCC2)cc1OC	2	1.1	6	-2	0.4	-7	-3	-4	-16
64	Cc1ccc(S(=O)(=O)N(C)C)cc1NC(=O)COC(=O)Cc1ccccc1F	1	1.3	1	2	0.8	-10	-1	-7	-12
65	O=C1CCCN1CCC1CCN(C2CC(=O)N(c3ccc(Cl)cc3)C2=O)CC1 (stereo not given)	1	0.7	7	4	1.5	-6	-4	3	-11
